# Assay outcomes as filed in PubChem.
# PAFAH2 inh – inhibitors of human PAFAH2. Q99487. recombinant PAFAH2, FP-rhodamine activity probe, fluorescence polarization. inhibition, % at 3.39 µM. actives 0.99% (n = 340,000). AID 492956;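 active = inhibition above the mean over all tested compounds plus 3 SD, cut at about 30% in these data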;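 also: inhibitors block probe labeling of enzyme so polarization drops; 0% = enzyme with DMSO and 100% = wells lacking PAFAH2 protein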
# PAFAH1B3 inh – blocks human PAF acetylhydrolase 1B catalytic subunit 3; inhibition, % at 3.39 µM; Q15102; AID 492972; actives 0.28% (n = 340,000); recombinant PAFAH1B3, FP-rhodamine probe, fluorescence polarization;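 active = inhibition above the screen-wide average of all tested compounds plus 3 SD, cut at about 25% in these data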;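 also: 0% = enzyme with DMSO only and 100% = wells lacking PAFAH1B3 protein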
# PAD4 FP inh – PAD4 (human) enzyme inhibition; inhibition, % at 6.36 µM; actives 0.41% (n = 330,000); recombinant PAD4, RCA probe fluorescence polarization;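 active = percent inhibition above a cutoff equal to the mean of all tested compounds plus 3 SD, cut at about 15% in these data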;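 also: 0% = PAD4 with RCA probe and DMSO and 100% = probe without PAD4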
# PAFAH1B2 FP inh – PAFAH1B2 (human) inhibition; P68402; recombinant PAFAH1B2, FP-rhodamine activity probe, fluorescence polarization; inhibition, % at 3.39 µM; actives 1.2% (n = 340,000);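 active = inhibition above the mean of all tested compounds plus 3 SD, cut at about 24% in these data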;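 also: 0% = enzyme with DMSO and 100% = wells lacking PAFAH1B2; many of its hits are not listed in these tables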
# Target sequence (P68402 whole entry, looked up): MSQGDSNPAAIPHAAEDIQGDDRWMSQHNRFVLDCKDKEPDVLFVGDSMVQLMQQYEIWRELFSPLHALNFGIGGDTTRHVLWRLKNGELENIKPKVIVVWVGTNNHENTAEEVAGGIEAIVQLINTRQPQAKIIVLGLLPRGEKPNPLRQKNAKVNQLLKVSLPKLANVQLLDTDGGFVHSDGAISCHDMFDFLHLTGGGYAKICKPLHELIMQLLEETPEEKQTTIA
# pPAFAH FP inh – pPAFAH (human) enzyme inhibition | Q13093 | inhibition, % at 3.39 µM | AID 463082 | recombinant pPAFAH, FP-rhodamine probe fluorescence polarization | actives 1.5% (n = 330,000);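 active = inhibition above the mean inhibition across the screen plus 3 SD, cut at about 25% in these data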;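 also: inhibitors block binding of the rhodamine activity-based probe so polarization drops; 0% = enzyme with DMSO and 100% = wells lacking pPAFAH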
# LYPLA1 inh – LYPLA1 (human) inhibition in PME1 counter-screen; recombinant LYPLA1, FP-Rh probe fluorescence polarization; actives 0.16% (n = 320,000); AID 2174; inhibition, % at 5.9 µM; O75608;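 active = inhibition above the mean of all tested compounds plus 3 SD, set per campaign, cut at about 14% in these data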;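 also: inhibitors block serine hydrolase probe labeling of LYPLA1 so polarization falls; 0% = enzyme with DMSO and 100% = wells lacking LYPLA1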
# Target sequence (O75608 whole entry, looked up): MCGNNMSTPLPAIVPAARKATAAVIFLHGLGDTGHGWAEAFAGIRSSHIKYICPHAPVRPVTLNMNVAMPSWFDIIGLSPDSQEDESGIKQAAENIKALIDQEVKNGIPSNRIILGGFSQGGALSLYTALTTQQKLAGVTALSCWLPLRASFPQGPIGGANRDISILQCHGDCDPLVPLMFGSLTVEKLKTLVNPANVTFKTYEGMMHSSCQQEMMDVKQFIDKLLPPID
# PREPL inh – inhibits the human prolyl oligopeptidase-like enzyme; Q4J6C6; recombinant PREPL, fluorescence polarization activity-based probe; inhibition, % at 5.96 µM; actives 0.68% (n = 320,000); AID 2751; in the data active = inhibition above about 43%;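 also: 0% = enzyme with DMSO and 100% = wells lacking enzyme; many of its hits are not listed in these tables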
# LYPLA2 counter – counter-screen for PME1 inhibitors: inhibitors of human LYPLA2; actives 0.38% (n = 320,000); inhibition, % at 5.9 µM; O95372; AID 2177; recombinant LYPLA2, FP-Rh probe fluorescence polarization;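 active = inhibition above the screen-wide mean plus 3 SD, limit set per campaign, cut at about 26% in these data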;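 also: 0% = LYPLA2 with DMSO and 100% = wells lacking LYPLA2 enzyme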
# Target sequence (O95372 whole entry, looked up): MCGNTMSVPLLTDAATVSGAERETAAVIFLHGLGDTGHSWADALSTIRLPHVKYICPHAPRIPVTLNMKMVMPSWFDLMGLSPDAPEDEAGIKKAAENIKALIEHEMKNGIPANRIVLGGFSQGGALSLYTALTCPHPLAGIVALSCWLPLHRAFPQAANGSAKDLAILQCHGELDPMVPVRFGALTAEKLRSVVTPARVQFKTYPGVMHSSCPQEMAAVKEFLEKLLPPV
# GSTO1 counter – counter-screen for RBBP9 inhibitors: inhibitors of human GSTO1; P78417; recombinant GSTO1, activity-based probe fluorescence polarization; inhibition, % at 5.96 µM; actives 1.1% (n = 300,000);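 active = inhibition above the campaign mean inhibition plus 3 SD, cut at about 35% in these data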;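 also: 0% = GSTO1-1 with DMSO and 100% = wells lacking GSTO1-1 enzyme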
# Target sequence (P78417 whole entry, looked up): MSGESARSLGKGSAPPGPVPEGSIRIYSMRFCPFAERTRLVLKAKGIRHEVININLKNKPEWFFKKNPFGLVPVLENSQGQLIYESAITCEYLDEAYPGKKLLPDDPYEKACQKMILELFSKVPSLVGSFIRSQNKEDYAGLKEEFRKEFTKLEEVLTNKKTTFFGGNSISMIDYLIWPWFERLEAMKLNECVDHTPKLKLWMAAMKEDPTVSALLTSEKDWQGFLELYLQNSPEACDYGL
# Starred values were filed as active, the others as inactive; . = not tested or not shown. Only part of the results is shown (hit frequency here may not be typical).
SMILES,PAFAH2 inh,PAFAH1B3 inh,PAD4 FP inh,PAFAH1B2 FP inh,pPAFAH FP inh,LYPLA1 inh,PREPL inh,LYPLA2 counter,GSTO1 counter
O=C(NNC(=O)c1cccnc1)Nc1ccc([N+](=O)[O-])cc1,1,0,-2,-1,3,3,6,-2,2
CC(C)OC(=O)/C(C#N)=C/c1cn(Cc2ccccc2)c2ccccc12,0,4,3,-3,-4,-1,13,-5,0
O=C(Nc1ccnn1C1CCN(Cc2ccccc2OC(F)F)CC1)c1cccnc1,0,4,-3,-7,-2,-3,5,0,4
O=C(CSc1cccc[n+]1[O-])c1cccs1,2,4,-1,1,2,-4,-4,6,6
CC(C)(C)[C@@H]1COC(=O)[C@@H](Cc2ccc(F)cc2)CC/C=C\C[C@@H](CC(=O)N(CCO)Cc2ccccc2)C(=O)N1,3,-4,-2,7,3,.,55*,.,.
CN1CCN(C2=Cc3ccc(Cl)cc3Sc3ccc(F)cc32)CC1,12,9,1,2,5,-1,34,-6,1
N#Cc1ccccc1NC(=O)C1SC(=Nc2ccccc2)C(C(=O)Nc2ccc(Cl)cc2)=C1N (centres undefined),-12,-3,-11,-3,-17,-25,-48,-51,-8
CC(C)n1c(SCC(=O)Nc2ccccc2N2CCCCC2)nc2c1c(=O)n(C)c(=O)n2C,14,10,-5,6,-2,2,13,4,4
C=CCn1c(-c2cccn(Cc3ccc(Cl)cc3Cl)c2=O)n[nH]c1=S,2,5,-2,29*,-6,-1,4,-2,5
CCCc1nc(N2CCOCC2)c(C#N)c2c1CCCC2,9,9,-1,8,4,-2,2,-2,-1
COC(=O)c1cn[nH]c1NC(=S)Nc1ccc(C)cc1Cl,-13,7,-2,-2,1,-9,-23,-11,-16
CCC(C)c1ccccc1NC(=S)NC(=O)c1ccco1 (centres undefined),4,0,2,0,6,4,10,-3,-3
O=S(=O)(c1ccc(S(=O)(=O)N(Cc2ccccc2)Cc2ccco2)cc1)N1CCCC1,2,0,0,4,-5,0,4,4,1
CC1(C)CC(=O)C2=C(C1)c1c(ccc3ccccc13)NC2c1ccc(C(=O)O)cc1 (centres undefined),5,-2,-3,-2,5,4,0,6,-3
Cc1cnc(CN2CCc3c([nH]c4ccccc34)C2C2CCCCC2)[nH]1 (centres undefined),7,6,-1,-2,-1,-1,4,1,-2
CC(C)(C)CC(=O)Nc1cc2c3c(c1)CCN3C(=O)CC2,-1,-7,2,0,-6,-3,9,4,0
CCc1nc2ccc(C(=O)NCCc3ccc(OC)cc3)cc2nc1CC,1,5,-1,4,5,-5,12,-1,2
Cc1cccc(C2CN(C)CCc3c2cc(O)c(O)c3Cl)c1 (centres undefined),8,5,0,7,3,-3,7,1,9
O=C(CSc1nnc(-c2ccncc2)n1C1CCCCC1)Nc1cccc(O)c1,-2,1,-5,6,0,0,8,5,-2
O=C(CCCl)Nc1cc(SCCO)cc([N+](=O)[O-])c1,-6,7,2,5,6,2,6,10,21
Clc1ccc(OCCCn2cncn2)cc1Cl,1,6,1,4,-5,1,-1,-1,-3
CCOC(=O)[C@H]1[C@H]2COc3ccc(Br)cc3[C@@H]2N2C(=O)CN(Cc3ccc(F)cc3)C(=O)[C@@]12C,-4,1,0,-2,-4,0,17,2,.
O=C(O)CCC(=O)Nc1ccccc1C(=O)NCc1ccco1,-3,1,1,-2,0,-1,-1,-5,1
CC(=O)Cc1nsc(NC(=O)c2cn(-c3ccccc3)nc2-c2ccc(Br)cc2)n1,-22,-7,0,-8,0,-2,-8,-8,-8
O=C(NCCC1=CCCCC1)C(=O)c1c[nH]c2ccccc12,0,-5,7,2,-4,-9,-9,-12,-8

# Carrying on:
SMILES,PAFAH2 inh,PAFAH1B3 inh,PAD4 FP inh,PAFAH1B2 FP inh,pPAFAH FP inh,LYPLA1 inh,PREPL inh,LYPLA2 counter,GSTO1 counter
c1ccc2oc(C3=NNC(=NC4CC4)SC3)cc2c1,2,1,21*,4,3,-7,4,-4,-2
CCOc1ccc(/C(=N\O)C(C)NO)cc1 (centres undefined),6,8,-2,2,-7,-1,16,-2,-1
CCN1C(=O)C(O)(CC(=O)c2ccccn2)c2ccccc21 (centres undefined),3,1,-5,-1,1,-1,2,7,-2
Cn1cc(Cl)c(C(=O)OCC(=O)Nc2ccccc2)n1,5,4,-2,4,7,1,8,8,4
CCc1cccc(NC(=O)CN(C)S(=O)(=O)c2cccc3nsnc23)c1,-4,4,2,-6,5,1,-3,6,0
CC(=O)c1cccc(NC(=O)c2ccc(N(Cc3ccccc3C)S(C)(=O)=O)cc2)c1,-18,1,4,1,0,-15,-17,-11,-19
CCCCOC(=O)CSc1nc2ccccc2o1,.,.,3,.,-1,2,-3,3,6
Cc1nn2c(nc(N3CCOCC3)c3ccccc32)c1C=C(C#N)C#N,4,-6,2,-1,0,2,0,0,-3
CCCn1c(N)c(C(=O)CN2CCc3ccccc3C2)c(=O)n(C)c1=O,0,10,0,11,-5,2,9,1,1
CCC1CCCCN1CCCNC(=O)Cn1c(=O)c2cccn2c2cccnc21 (centres undefined),-7,9,0,-2,-3,-1,11,11,-2
O=C(CCn1c(=O)c2cccn2c2ccc(F)cc21)NCCc1ccccc1,2,0,-1,3,3,-7,1,-3,-4
Cc1nnc(NC(=O)c2oc3c(ccc4ccccc43)c2C)s1,5,4,-3,-7,-9,-3,1,-2,-15
CC(=O)c1ccc(N2CCN(c3ccnc4cc(Cl)ccc34)CC2)cc1,4,1,-1,-1,8,5,11,36*,-1
O=C(CCC1CCCCC1)NCCS(=O)(=O)N1CCN(c2ccc(F)cc2)CC1,5,3,-2,10,3,2,-6,3,-1
CCCC(=O)N(CCN1CCOCC1)c1nc2c(OCC)cccc2s1,4,2,0,5,-1,-2,-1,3,-1
CCOC(=O)c1c(CC(C)C)csc1/N=C/C1=C(O)CCCC1=O,.,.,-20,.,1,-1,2,2,8
Cc1nc2ccccc2c2c1C(=O)NC2=O,.,.,-1,.,6,0,15,2,6
Cc1csc(NC(=O)c2cccc([N+](=O)[O-])c2C(=O)O)n1,3,-3,-1,3,7,2,-1,2,-1
CC(Oc1ccccc1)C(=O)NC1C(=O)N2C1SC(C)(C)C2C(=O)O (centres undefined),1,-4,-5,7,-4,3,-2,10,8
CCOc1ccc(CNCc2ccccc2Cl)cc1,7,12,-5,5,5,-1,0,1,11
Cc1ccc(C(=O)OCC(=O)NCCc2ccc(S(N)(=O)=O)cc2)o1,-1,3,2,3,-2,.,25,.,.
Cc1coc2c(C)c3oc(=O)c(CCC(=O)NCCCn4ccnc4)c(C)c3cc12,2,1,-3,7,-7,-4,14,1,4
Fc1ccc(F)c(NC2=NCCCCC2)c1,-1,3,-2,4,-1,-7,-4,1,3
CSc1ccccc1Nc1ncnc(N)n1,-1,-3,1,2,0,-2,-10,-3,-4
O=C(COc1cc(F)ccc1[N+](=O)[O-])Nc1ccc(N2CCCCC2)cc1,4,4,-6,-2,-9,0,16,6,-3

# An excerpt of these results, tab-delimited:
smiles	PAFAH2 inh	PAFAH1B3 inh	PAD4 FP inh	PAFAH1B2 FP inh	pPAFAH FP inh	LYPLA1 inh	PREPL inh	LYPLA2 counter	GSTO1 counter
Cc1cnc(CN2CCc3c([nH]c4ccccc34)C2C2CCCCC2)[nH]1 (centres undefined)	7	6	-1	-2	-1	-1	4	1	-2
CC(C)(C)CC(=O)Nc1cc2c3c(c1)CCN3C(=O)CC2	-1	-7	2	0	-6	-3	9	4	0
CCc1nc2ccc(C(=O)NCCc3ccc(OC)cc3)cc2nc1CC	1	5	-1	4	5	-5	12	-1	2
Cc1cccc(C2CN(C)CCc3c2cc(O)c(O)c3Cl)c1 (centres undefined)	8	5	0	7	3	-3	7	1	9
O=C(CSc1nnc(-c2ccncc2)n1C1CCCCC1)Nc1cccc(O)c1	-2	1	-5	6	0	0	8	5	-2
O=C(CCCl)Nc1cc(SCCO)cc([N+](=O)[O-])c1	-6	7	2	5	6	2	6	10	21
Clc1ccc(OCCCn2cncn2)cc1Cl	1	6	1	4	-5	1	-1	-1	-3
CCOC(=O)[C@H]1[C@H]2COc3ccc(Br)cc3[C@@H]2N2C(=O)CN(Cc3ccc(F)cc3)C(=O)[C@@]12C	-4	1	0	-2	-4	0	17	2	.
O=C(O)CCC(=O)Nc1ccccc1C(=O)NCc1ccco1	-3	1	1	-2	0	-1	-1	-5	1
CC(=O)Cc1nsc(NC(=O)c2cn(-c3ccccc3)nc2-c2ccc(Br)cc2)n1	-22	-7	0	-8	0	-2	-8	-8	-8
O=C(NCCC1=CCCCC1)C(=O)c1c[nH]c2ccccc12	0	-5	7	2	-4	-9	-9	-12	-8
c1ccc2oc(C3=NNC(=NC4CC4)SC3)cc2c1	2	1	21*	4	3	-7	4	-4	-2
CCOc1ccc(/C(=N\O)C(C)NO)cc1 (centres undefined)	6	8	-2	2	-7	-1	16	-2	-1

# Single entries from the list:
# CCOc1ccc(CNCc2ccccc2Cl)cc1 @ PAFAH1B2 FP inh = 5
# Cc1coc2c(C)c3oc(=O)c(CCC(=O)NCCCn4ccnc4)c(C)c3cc12 @ LYPLA2 counter = 1

# More structures:
SMILES,PAFAH2 inh,PAFAH1B3 inh,PAD4 FP inh,PAFAH1B2 FP inh,pPAFAH FP inh,LYPLA1 inh,PREPL inh,LYPLA2 counter,GSTO1 counter
CCN(CC)CCNC(=O)c1ccc(NC(=O)c2ccc(S(=O)(=O)N3CCCCCC3)cc2)cc1,2,0,5,-3,-3,-8,1,1,-4
C[C@H]1CCC[C@]2(CC(=O)c3cc(F)ccc3O2)C1,2,10,-1,4,3,-4,3,-2,6
CCCC(=O)N(Cc1cc(=O)[nH]c2ccccc12)c1ccccc1OC,7,12,-6,3,-2,-2,-47,-3,-4
CN(C)c1ccc(NC(=O)CC(NCc2ccccn2)C(=O)O)cc1 (centres undefined),-8,-1,-3,-1,-7,-1,18,-4,1
O=C(NCc1ccccc1)c1ccc(=O)oc1,2,0,-3,0,-6,1,5,-2,-1
O=C(CN1C(=O)NC2(CCCCC2)C1=O)NCCc1ccccc1,3,9,-4,4,0,.,1,.,.
CCOC(=O)c1cnn(-c2nc3c(C)cccc3s2)c1C,3,2,-2,3,-1,2,10,-6,4
Cc1ccc(S(=O)(=O)NC2(C(F)(F)F)NC(=O)N(c3ccccc3F)C2=O)cc1 (centres undefined),-5,6,0,5,0,-5,6,-3,4
CCCn1c(SCC(=O)Nc2ccc(OC)cc2)nnc1-c1ccncc1,-9,4,1,-2,4,-1,6,-6,-4
CCOc1ccc(OCC(=O)OCC(=O)N(CC(C)C)c2c(N)n(Cc3ccccc3)c(=O)[nH]c2=O)cc1,-2,5,-3,0,6,1,-2,0,4
O=C(Cn1nnc(-c2cccc(C(F)(F)F)c2)n1)NC1CCCC1,-1,1,2,-6,2,-1,25,-3,3
N#CCc1nc2n(n1)Cc1ccccc1-2,-3,4,0,-1,6,-3,8,3,-6
CCN(CC(=O)NCc1ccc(Cl)cc1)C(=O)COc1ccc(Cl)cc1Br,4,-4,0,11,3,1,-14,6,-3
CC/C(=N\NC(=O)CSCc1ccc(Cl)cc1)c1ccc2c(c1)OCCO2,8,5,-2,5,5,3,-71,-2,-4
